From PubChem
RNase H inhibition: RNase H inhibition, HIV 1 Gag Pol polyprotein, FRET biochemical assay, screening (AID 372); HIV-1 RT RNase H, FRET RNA/DNA substrate fluorescence; higher % means a stronger effect; 0.77% of 100,000 active; inhibition, % at 10 µM; hits with a dose series show IC50 in µM; in the data active = inhibition above about 50%
* marks the source's active call; other numbers are inactive results; & = joins results of further samples. Some of the compounds tested; rates above refer to the full screens.

Results for CCN(CC)S(=O)(=O)c1ccc(C(=O)Nc2ccc([N+](=O)[O-])cc2C(=O)c2ccccc2)cc1 ?
RNase H inhibition: 4%

What do the screens show for `COc1ccc(N2C(=O)/C(=C\c3ccoc3)C(=O)NC2=S)cc1`?
RNase H inhibition: 44%

What do the screens show for `COc1ccc(C=C(C#N)C#N)cc1O`?
RNase H inhibition: 13%

Results for CCN1CCN(Cc2cc(C)ccc2C)CC1 ?
RNase H inhibition: 9%

What do the screens show for `COc1ccc(Br)cc1CN1CCN(c2ccccc2)CC1`?
RNase H inhibition: 6%

Results for CCOP(=S)(OCC)SCC(=O)NC(C)(CC)C(=O)O (configuration not stated) ?
RNase H inhibition: 8%

How did COc1ccccc1OCC(=O)N1CCN(C)CC1 do in these assays?
RNase H inhibition: 6%

What do the screens show for `CC(C)Oc1ccccc1C=C1C(=O)NC(=O)NC1=O`?
RNase H inhibition: 8%

How did O=c1c2ccccc2nc(/C=C/c2ccccc2O)n1-c1ccc(Br)cc1 do in these assays?
RNase H inhibition: 19%

How did CC12CCC3C(CC=C4CC(O)CCC43C)C1C/C(=C\c1ccc(OC(F)F)cc1)C2=O (configuration not stated) do in these assays?
RNase H inhibition: 7%

How did COc1ccc(CN2CCN(Cc3ccc(F)cc3)CC2)cc1 do in these assays?
RNase H inhibition: 5%

Results for CN1CCCN(Cc2ccc3ccccc3c2)CC1 ?
RNase H inhibition: 8%

How did O=[N+]([O-])c1ccc(N2CCN(Cc3ccc(Cl)c(Cl)c3)CC2)cc1 do in these assays?
RNase H inhibition: 14%

What do the screens show for `O=C(c1ccccc1)c1cc(Cl)ccc1NC(=O)C1COc2ccccc2O1` (configuration not stated)?
RNase H inhibition: 33%

How did COC(=O)c1[nH]cnc1C(=O)Nc1ccc(Cl)cc1C(=O)c1ccccc1 do in these assays?
RNase H inhibition: 12%&0%

Results for COc1cccc(CCNCc2c(F)cccc2F)c1 ?
RNase H inhibition: 6%

How did CSc1ccc(CN2CCN(Cc3ccc(Br)cc3)CC2)cc1 do in these assays?
RNase H inhibition: 3%

Results for Fc1ccc(CN2CCN(Cc3cccc(Br)c3)CC2)cc1 ?
RNase H inhibition: 5%

Results for CC(C)c1cccc(C(C)C)c1OCCN1CCCCC1 ?
RNase H inhibition: 7%

How did COc1cc(CN2CCN(c3cccc(C)c3C)CC2)ccc1O do in these assays?
RNase H inhibition: 17%

What do the screens show for `CC1CN(c2ccc([N+](=O)[O-])c(NCCO)c2)CCN1` (configuration not stated)?
RNase H inhibition: 0%&0%

What do the screens show for `CCOc1cccc(N2C(=O)/C(=C/c3ccco3)C(=O)NC2=S)c1`?
RNase H inhibition: 19%

What do the screens show for `COc1ccc(Br)cc1CN1CCN(C(=O)COc2ccc(Cl)cc2)CC1`?
RNase H inhibition: 52%*

Results for CCC1(c2ccccc2)C(=O)NC(=O)N(C(=O)c2ccccc2Cl)C1=O (configuration not stated) ?
RNase H inhibition: 5%

What do the screens show for `COc1ccccc1C1(CCNCc2ccc(N(C)C)cc2)CCOC(C)(C)C1` (configuration not stated)?
RNase H inhibition: 14%

Results for O=c1c2ccccc2nc(/C=C/c2ccc(O)c(O)c2)n1-c1ccccc1 ?
RNase H inhibition: 36%

How did COc1cccc(CN2CCN(Cc3ccccc3C)CC2)c1 do in these assays?
RNase H inhibition: 20%

How did CN1CCN(c2ccc([N+](=O)[O-])c(N3CCCCC3)c2)CC1 do in these assays?
RNase H inhibition: 13%

What do the screens show for `CCOP(=O)(CN1CCOCC1)OCC`?
RNase H inhibition: 1%

Results for CCc1ccccc1N1C(=O)NC(=O)/C(=C\c2cc(C)n(C)c2C)C1=O ?
RNase H inhibition: 9%

How did O=[N+]([O-])c1ccc(Cl)c(CN2CCN(c3ccccc3)CC2)c1 do in these assays?
RNase H inhibition: 29%

How did CN(C)C(=O)Oc1ccc([N+](=O)[O-])cc1 do in these assays?
RNase H inhibition: 2%

Results for COc1cccc(-n2c(/C=C/c3ccc(O)c(O)c3)nc3ccccc3c2=O)c1 ?
RNase H inhibition: 49%

Results for Cc1cc(/C=C2\C(=O)NC(=O)N(c3ccccc3F)C2=O)c(C)n1-c1cc(C(=O)O)cc(C(=O)O)c1 ?
RNase H inhibition: 9%

How did O=C(COc1ccc(C=C2C(=O)NC(=O)NC2=O)cc1)NCc1ccccc1 do in these assays?
RNase H inhibition: 0%

Results for Cc1cccc(N2C(=O)NC(=O)C(=Cc3ccc(N(C)C)cc3)C2=O)c1 ?
RNase H inhibition: 8%

How did O=C1NC(=O)N(c2ccccc2)C(=O)/C1=C\c1ccc(-c2ccc(C(=O)O)cc2)o1 do in these assays?
RNase H inhibition: 7%

Results for COc1ccc(OC)c(C=C2C(=O)NC(=O)NC2=O)c1 ?
RNase H inhibition: 14%

What do the screens show for `O=C1NC(=O)C(=Cc2cccc(Cl)c2)C(=O)N1`?
RNase H inhibition: 12%

Results for CCC(C)c1ccc(OCCOc2ccc(C=C3C(=O)NC(=O)NC3=O)cc2)cc1 (configuration not stated) ?
RNase H inhibition: 41%

How did CN1/C(=C/C=C/C2=[N+](C)c3ccc4ccccc4c3C2(C)C)C(C)(C)c2c1ccc1ccccc21 do in these assays?
RNase H inhibition: 18%

How did O=C1C2(c3ccccc3)CN3CN(C2)CC1(c1ccccc1)C3 do in these assays?
RNase H inhibition: 8%

How did COc1ccccc1CN1CCN(Cc2ccc(F)cc2)CC1 do in these assays?
RNase H inhibition: 0%

How did N#CC(C#N)=Cc1ccc(C(F)(F)F)cc1 do in these assays?
RNase H inhibition: 1%

Results for O=[N+]([O-])c1ccc(N2CCCC2)c(F)c1Br ?
RNase H inhibition: 34%

How did O=C(CNC(=O)OCc1ccccc1)NCC(=O)Nc1ccc(Br)cc1C(=O)c1ccccc1 do in these assays?
RNase H inhibition: 13%

What do the screens show for `O=[N+]([O-])c1ccc(N2CCN(Cc3ccc(Cl)cc3)CC2)cc1`?
RNase H inhibition: 5%

Results for CCc1ccc(CNCCc2ccc(OC)cc2)cc1 ?
RNase H inhibition: 0%

What do the screens show for `O=[N+]([O-])c1cc(F)c(N2CCOCC2)cc1Br`?
RNase H inhibition: 13%

What do the screens show for `CCOc1ccc(N2C(=O)/C(=C/c3ccc(Br)o3)C(=O)NC2=S)cc1`?
RNase H inhibition: 2.1µM*

Results for Cc1ccc(C)c(N2CCN(Cc3ccc(F)cc3F)CC2)c1 ?
RNase H inhibition: 1%

How did COc1cc(/C=N/N/C(N)=N/[N+](=O)[O-])ccc1Oc1ccc(C(F)(F)F)cc1[N+](=O)[O-] do in these assays?
RNase H inhibition: 9%

Results for CCCCn1c(=O)c(C(=O)Nc2ccc(O)cc2)c(O)c2ccccc21 ?
RNase H inhibition: 7%

What do the screens show for `C=CCOC(=O)C1=C(C)OC(N)=C(C(=O)OCC)C12C(=O)Nc1ccccc12` (configuration not stated)?
RNase H inhibition: 2%

How did Cc1ccc(OCCn2cc(/C=C3/C(=O)NC(=O)N(Cc4ccco4)C3=O)c3ccccc32)cc1 do in these assays?
RNase H inhibition: 52%*

What do the screens show for `C=CCN1C(=O)/C(=C\c2cccn2-c2cccc([N+](=O)[O-])c2)C(=O)NC1=S`?
RNase H inhibition: 21%

How did CSc1nc2ccccc2c(=O)n1-c1ccccc1 do in these assays?
RNase H inhibition: 14%

How did COc1ccc(C=C2C(=O)NC(=S)NC2=O)cc1OCc1ccccc1 do in these assays?
RNase H inhibition: 0%

How did O=C1NC(=O)N(c2cccc(Br)c2)C(=O)/C1=C/c1ccco1 do in these assays?
RNase H inhibition: 19%

Results for CCOc1ccccc1C1C(C#N)=C(N)Oc2c1c(=O)oc1ccccc21 (configuration not stated) ?
RNase H inhibition: 0%

Structures above that contain a CF3 group:
How did N#CC(C#N)=Cc1ccc(C(F)(F)F)cc1 do in these assays?
RNase H inhibition: 1%

How did COc1cc(/C=N/N/C(N)=N/[N+](=O)[O-])ccc1Oc1ccc(C(F)(F)F)cc1[N+](=O)[O-] do in these assays?
RNase H inhibition: 9%

Among those listed so far, these contain an aryl thioether with sulfur outside any ring.
How did CSc1ccc(CN2CCN(Cc3ccc(Br)cc3)CC2)cc1 do in these assays?
RNase H inhibition: 3%

How did CSc1nc2ccccc2c(=O)n1-c1ccccc1 do in these assays?
RNase H inhibition: 14%

Next section
Results for CC(C)NC(C)C(=O)C12CC3CC(CC(C3)C1)C2 (configuration not stated) ?
RNase H inhibition: 2%

Results for Cc1ccc(/C=C2\C(=O)NC(=O)N(c3ccc(F)cc3)C2=O)s1 ?
RNase H inhibition: 4%

How did CCCCSc1nc2ccccc2c(=O)n1-c1cccc(C)c1 do in these assays?
RNase H inhibition: 24%

How did Cc1cccc(-n2c(/C=C/c3c[nH]c4ccccc34)nc3ccccc3c2=O)c1 do in these assays?
RNase H inhibition: 19%

Results for CN(C)/C=C/c1c(C=O)c2cc([N+](=O)[O-])ccc2n1Cc1ccccc1 ?
RNase H inhibition: 6%

How did O=c1cccc2n1C[C@H]1C[C@@H]2CN(Cc2cc(Br)cc(Br)c2O)C1 do in these assays?
RNase H inhibition: 14%

How did Nc1ccc(Oc2ccc(N)cc2)cc1 do in these assays?
RNase H inhibition: 0%

What do the screens show for `COc1ccccc1-n1c(-c2cccs2)nc2ccccc2c1=O`?
RNase H inhibition: 11%

How did CC1(C)C(C(=O)NCc2ccco2)C1(C)C do in these assays?
RNase H inhibition: 16%

How did C=CCN1C(=O)/C(=C\C=C\c2ccco2)C(=O)NC1=S do in these assays?
RNase H inhibition: 27%

Results for O=C(COc1ccc2ccccc2c1)N1CCN(Cc2ccc3c(c2)OCO3)CC1 ?
RNase H inhibition: 17%

How did O=c1c2ccccc2nc(/C=C/c2ccc([N+](=O)[O-])cc2)n1-c1cccc(O)c1 do in these assays?
RNase H inhibition: 15%

Results for Cc1ccc(C)c(N2CCN(Cc3ccccc3C)CC2)c1 ?
RNase H inhibition: 5%

How did COc1ccc(Br)cc1CN1CCNCC1 do in these assays?
RNase H inhibition: 4%

How did CSc1ccc(CN2CCN(C(=O)COc3ccc(Br)cc3)CC2)cc1 do in these assays?
RNase H inhibition: 10%

Results for Cc1cccc(C(=O)NC(Oc2ccccc2Cl)C(Cl)(Cl)Cl)c1 (configuration not stated) ?
RNase H inhibition: 0%

What do the screens show for `Cc1ccc(C(c2c(O)c3ccccc3oc2=O)c2c(O)c3ccccc3oc2=O)cc1`?
RNase H inhibition: 0%

How did COc1cc(OC)c(C=C2C(=O)N(C)C(=S)N(C)C2=O)c(OC)c1 do in these assays?
RNase H inhibition: 14%

Results for N/C(=N\[N+](=O)[O-])Nc1ccc(NC(=O)c2ccccn2)cc1 ?
RNase H inhibition: 7%

How did Cc1cc(Br)ccc1N1C(=O)NC(=O)/C(=C\c2ccc(-c3ccc(S(N)(=O)=O)cc3)o2)C1=O do in these assays?
RNase H inhibition: 22%

What do the screens show for `Cc1cc(/C=C2/C(=O)NC(=O)N(C)C2=O)c(C)n1-c1ccccc1`?
RNase H inhibition: 9%

Results for Oc1c(Br)cc(Br)cc1CN1CCN(c2cccc(Cl)c2)CC1 ?
RNase H inhibition: 11%

What do the screens show for `N=C1C(NO)=NC(c2ccccc2)N1O` (configuration not stated)?
RNase H inhibition: 10%

Results for N/C(=N\[N+](=O)[O-])N/N=C\c1ccc(-c2ccc(Cl)c([N+](=O)[O-])c2)o1 ?
RNase H inhibition: 56%*

Results for CCCCCn1c(=O)c(C(=O)NCc2ccccn2)c(O)c2ccccc21 ?
RNase H inhibition: 4%

What do the screens show for `O=C1NC(=O)C(=Cc2ccc(O)c(O)c2)C(=O)N1`?
RNase H inhibition: 25%

What do the screens show for `O=c1c2ccccc2[nH]c(=S)n1-c1ccc(Cl)cc1`?
RNase H inhibition: 0%

How did C=CCOC(=O)C1=C(C)OC(N)=C(C(=O)OC(C)(C)C)C12C(=O)Nc1ccccc12 (configuration not stated) do in these assays?
RNase H inhibition: 11%

What do the screens show for `CN1C(=O)C(=Cc2cccc(OCCOc3ccc([N+](=O)[O-])cc3)c2)C(=O)N(C)C1=O`?
RNase H inhibition: 10%

Results for O=c1c2ccccc2nc(/C=C/c2ccccc2)n1-c1cccc([N+](=O)[O-])c1 ?
RNase H inhibition: 18%

Overlap with the part before: six entries; new compounds follow.
Results for CCCCCn1c(=O)c(C(=O)NCc2ccccn2)c(O)c2ccccc21 ?
RNase H inhibition: 4%

What do the screens show for `O=C1NC(=O)C(=Cc2ccc(O)c(O)c2)C(=O)N1`?
RNase H inhibition: 25%

What do the screens show for `O=c1c2ccccc2[nH]c(=S)n1-c1ccc(Cl)cc1`?
RNase H inhibition: 0%

How did C=CCOC(=O)C1=C(C)OC(N)=C(C(=O)OC(C)(C)C)C12C(=O)Nc1ccccc12 (configuration not stated) do in these assays?
RNase H inhibition: 11%

What do the screens show for `CN1C(=O)C(=Cc2cccc(OCCOc3ccc([N+](=O)[O-])cc3)c2)C(=O)N(C)C1=O`?
RNase H inhibition: 10%

Results for O=c1c2ccccc2nc(/C=C/c2ccccc2)n1-c1cccc([N+](=O)[O-])c1 ?
RNase H inhibition: 18%

What do the screens show for `O=C1CN(O)C(c2ccccc2Cl)=c2cc(Br)ccc2=N1`?
RNase H inhibition: 4%

Results for O=C1NC(=O)N(c2cccc(Br)c2)C(=O)/C1=C/c1ccsc1 ?
RNase H inhibition: 15%

Results for N#CC1=C(N)Oc2c(c(=O)oc3ccccc23)C1CCc1ccccc1 (configuration not stated) ?
RNase H inhibition: 16%

Results for Oc1ccc(CN2CCN(Cc3ccccc3)CC2)cc1 ?
RNase H inhibition: 10%

How did CCc1ccc(CNCCc2ccc(OC)c(OC)c2)cc1 do in these assays?
RNase H inhibition: 8%

Results for CC(C)C12CN3CCN(CC(C3)/C1=N\O)C2 ?
RNase H inhibition: 2%

Results for O=c1c2ccccc2nc(Cc2ccccc2)n1-c1cccc([N+](=O)[O-])c1 ?
RNase H inhibition: 21%

What do the screens show for `CNC(=O)Oc1cc([N+](=O)[O-])cc2cccnc12`?
RNase H inhibition: 21%

How did O=C1CC(=O)N(c2ccc(Cl)c(Cl)c2)C(=S)N1 do in these assays?
RNase H inhibition: 11%

How did Cc1cccc(C2C(C#N)=C(N)Oc3c2c(=O)oc2ccccc32)c1 (configuration not stated) do in these assays?
RNase H inhibition: 0%

How did COCCOC(=O)C1=C(N)OC2=C(C(=O)CCC2)C12C(=O)Nc1ccccc12 (configuration not stated) do in these assays?
RNase H inhibition: 17%

What do the screens show for `C=CCSc1nc2ccccc2c(=O)n1-c1ccccc1OC`?
RNase H inhibition: 13%
